Source: PubChem BioAssay (National Center for Advancing Translational Sciences (NCATS))
LDHA block = qHTS assay for inhibitors of human lactate dehydrogenase; purified LDHA, NADH/diaphorase-resazurin fluorescence; stronger effect = lower value; activity change, % (values are at about 110 or 230 µM); 480,000 compounds, 0.15% hits; in the data active = activity change below about -30%;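 note: plate controls were DMSO wells for no effect and wells without enzyme for full effect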
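Enzyme activity of human lactate dehydrogenase 5 (2 nM; 0.06 mM NADH, 0.2 mM pyruvate, 5 min, RT) is measured via a resazurin/diaphorase fluorescence readout of residual NADH.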
Numbers without * were called inactive.

SMILES | LDHA block
CCc1nnc(NC(=O)Cc2c(C)c3ccc(OC)c(OC)c3oc2=O)s1 | -1
Cc1ccc(C)c(-n2ccnc2SC2CCCCC2=O)c1 (configuration not stated) | 8
Cc1cccc2c(=O)c(-c3ccc4c(c3)OCO4)c(NC(=O)c3ccc(F)cc3)oc12 | -1
FC(F)(F)c1cccc(CSc2nnc(-c3cccnc3)n2-c2ccc(Br)cc2)c1 | 12
Cc1ccc(C(NC(=O)Cc2n[nH]c(=O)c3ccccc23)C2CC2)cc1 (configuration not stated) | -13
COCCn1c(N2CCN(C)CC2)nc2c1c(=O)[nH]c(=O)n2C | -3
O=C(COC(=O)/C=C/c1cccc2cccnc12)Nc1ccc(O)cc1 | 1
COCCn1cnc2c1c(=O)n(CC(=O)Nc1ccccc1C)c(=O)n2CC(C)C | -4
O=C(Nc1cccc(C(F)(F)F)c1)C(=Cc1cccc(Oc2ccccc2)c1)C(=O)Nc1cccc(C(F)(F)F)c1 | 10
CN(C)c1ccc(NC(=O)CCCc2c[nH]c3ccccc23)cc1 | 0
CCCc1cc(=O)oc2c(C)c(OC/C=C(\C)CCC=C(C)C)ccc12 | -14
Cc1ccc(C(=O)NC2CC2)cc1NC(=O)NC1CCCC1 | 3
CCC(C)NC(=O)Nc1c(NC)c2ccccc2oc1=O (configuration not stated) | -1
CC(C)n1c(N2CCN(C)CC2)nc2c1c(=O)[nH]c(=O)n2C | -5
CC(C)Oc1cccc(Cn2cnc3c2c(=O)n(C)c(=O)n3C)c1 | -2
Cn1ccc2ccc(C(=O)N3CCC(C(N)=O)CC3)cc21 | -3
O=C(COc1ccccc1)Nc1nc(-c2ccc(Br)s2)ns1 | 1
CC(C)Nc1nc(C(=O)Nc2ccc3[nH]ccc3c2)cs1 | 1
CCOc1nc2ccccc2nc1C(=O)Nc1cc(OC)c(OC)c(OC)c1 | -11
CCC(C)Cc1c(C)sc2nc(CNc3ccc(OC)cc3)[nH]c(=O)c12 (configuration not stated) | 12
CCOC(=O)CNc1nc(-c2ccccc2)c2cc(C)ccc2n1 | 6
CCN1C(=O)COc2ccc(-c3nc(NC(=O)c4cccs4)sc3C)cc21 | 3
CC(C)C(=O)Nc1ccccc1Br | 3
Cc1cc(C)c(NC(=O)C2CCN(c3cnc4ccccc4n3)CC2)c(C)c1 | 5
CC(C)c1noc(C(C)Nc2ccc3oc(C(C)(C)C)nc3c2)n1 (configuration not stated) | -3
CC(=O)c1ccc(NC(=O)C(C)Sc2ccccc2C(=O)O)cc1 (configuration not stated) | 10
N#C/C(=C\C=C\c1ccco1)C(=O)NC1CCCCC1 | 56
CN1CCN(CN2C(=O)C(O)(CC(=O)c3ccc(Br)s3)c3ccccc32)CC1 (configuration not stated) | 3
CCCOc1ccc(CNC(=O)CS(=O)(=O)Cc2nc(-c3ccccc3C)oc2C)cc1 | 19
Clc1cccc(-n2c(SCc3nnnn3-c3ccccc3)nnc2N2CCCC2)c1 | 1
CCCc1cc(=O)oc2cc(OS(=O)(=O)c3cccc(C#N)c3)ccc12 | 2
CC1CCCN(CCNC2CCCC2)C1 (configuration not stated) | 9
NC(=O)C(NC(=O)c1cccc(Oc2cccc(C(F)(F)F)c2)c1)C(N)=O | -3
O=C(C1CN(C(=O)c2ccccc2F)c2ccccc2O1)N1CCOCC1 (configuration not stated) | 12
O=C(c1ccc(-n2cccc2)cc1)N1CCN(S(=O)(=O)c2ccc(C(F)(F)F)cc2)CC1 | 7
O=C(c1nn(-c2ccccc2)c(=O)c2ccccc12)N1CCC1 | -8
Cc1ccc(-c2ccc(OC(=O)c3ccccc3I)c(C)c2)cc1 | -6
O=C(Cc1ccc2ccccc2c1)Nc1cc(Cl)ccc1C(=O)O | 3
NC(=S)N1CCCN1c1ccccc1 | 8
CCCC(=O)N1N=C(c2cccc(NS(C)(=O)=O)c2)CC1c1cccc(F)c1 (configuration not stated) | 11
Fc1cccc(Cl)c1/C=N/N=C1c2ccccc2-c2ccccc21 | -18
O=C1CCC(c2ccccc2)=NN1c1ccc(Br)cc1 | 2
Cc1noc(-c2ccc(OCc3ccccc3F)cc2O)c1-c1ccccc1 | 0
O=C(NCCCN1CCCCC1)c1cc(-c2ccncc2)nc2ccccc12 | -10
CCc1ccc2nc(NC(=O)Cn3nc(C)c4ccccc4c3=O)sc2c1 | -10
O=C(Nc1nnc(C2CC2)s1)C(Oc1ccccc1)c1ccccc1 (configuration not stated) | 1
Nc1cc(S(=O)(=O)O)ccc1S(=O)(=O)O | 10
COc1cc(CC(=O)OCc2ccccc2C#N)ccc1C | 1
C=CCN1CCN(C(=O)/C=C/c2ccccc2)CC1 | -1
COc1cc(C#N)ccc1OCC(=O)NC(c1ccccc1)C1CC1 (configuration not stated) | 3
CCOC(=O)C(C(C)=O)=C1SCCS1 | 2
COc1ccc(Cc2nnc(/C=C/c3cccc4ccccc34)o2)cc1 | 7
N#Cc1ccc(NC(=O)NCc2ccccn2)cc1 | 3
Cc1cccc(NC(=O)CNC(=O)c2cc3ccc(F)cc3nc2C)c1C | 12
CC(C)C(NC(=O)c1ccccc1Cl)C(C)C | 2
O=C(CSc1nnnn1C1CC1)Nc1ccc(CN2CCCC2)cc1 | -1
CC1=C(C(=O)OC(C)C)C(c2ccncc2)c2c(nc(SCc3ccccc3)[nH]c2=O)N1 (configuration not stated) | 0
O=C1CC(c2ccc(F)cc2)c2cc(Br)c3ccccc3c2N1 (configuration not stated) | -8
Cc1cccc(C2CCCN2C(=O)Nc2ccc(Br)c(C)c2)c1 (configuration not stated) | 2
Cc1cc(SCC(=O)NC(=O)NCc2ccccc2)nc2ccccc12 | -3
New compounds follow:
SMILES | LDHA block
NNc1ccc(NS(=O)(=O)c2ccc(Cl)cc2)cc1[N+](=O)[O-] | 12
N#CC1(NC(=O)COc2cccc(C(F)(F)F)c2)CCCCC1 | -2
Cc1cc2oc(=O)cc(CN3CCC(C)CC3)c2cc1O | 16
COc1ccc(Nc2cc(C(=O)N3CCOCC3)c3ccccc3n2)cc1 | 7
COc1ccc(-c2nnc(SCC(=O)Nc3ccc4cn[nH]c4c3)n2-c2ccc(Cl)cc2)cc1 | -4
Cn1cc(C(=O)N2CCN(C(=O)c3cccs3)CC2)c2ccccc21 | 0
COc1cccc(CCOC(=O)c2c(-c3ccsc3)oc3c2C(OC(C)=O)CCC3)c1 (configuration not stated) | 4
CNCc1ccc(-c2ccc(Br)cc2)o1 | 1
Cc1ccc(N2C(=O)N(Cc3ccc4c(c3)OCO4)c3ccccc3S2(=O)=O)cc1 | 11
COc1ccc(-c2oc3c(c2C#CC(C)(C)O)C(OC)CCC3)cc1 (configuration not stated) | 0
NC(=O)NC(=O)CCN1CCOC(c2ccc(F)cc2)C1 (configuration not stated) | 0
CC(C)(C)NC(=O)C(c1ccccc1)n1c(=O)c(-c2ccco2)nc2ccccc21 (configuration not stated) | -3
Cc1nccn1CCc1nc2cc(NC(=O)C(C)C)ccc2n1C | 0
CCCn1cc(C(=O)CSc2nnc(C)s2)c2ccccc21 | -4
CCNC(=S)NNC(=O)c1ccccc1 | -3
COc1ccc(C2=Nc3ccccc3N(C(=O)c3ccc(C)cc3)C2C(=O)NCc2ccccc2)cc1 (configuration not stated) | 2
N#Cc1cnc2ccccc2c1N1CCCCCC1 | 8
FC(F)(F)c1ccc2nnc(-c3cc(Br)ccc3OCc3ccccc3)n2c1 | -3
CCc1ccc(C(C(=O)NC2CCCCC2)N(C(=O)c2cnccn2)c2cccs2)cc1 (configuration not stated) | -5
CCc1cc2c(SCC(=O)c3ccc(NC(C)=O)cc3)ncnc2s1 | 1
COC(=O)c1cc(CN)cs1 | 3
O=C1CCSc2ccc(C(=O)NOC3CCCCO3)cc2N1 (configuration not stated) | 7
CCc1ccc(-c2cc3c(=O)[nH]nc(SCC(=O)NC4CCCC4)n3n2)cc1 | 4
Cc1c(Cl)cccc1NC(=O)CCC(=O)NNC(=O)C1CCCCC1 | -3
N#Cc1nc(/C=C/c2cccs2)oc1NC1CC1 | -6
Cc1ccc(NC(=O)c2ccc(=O)n(CCOc3ccccc3)n2)cc1F | 4
COC(=O)C1=C(CN2CCN(c3ccccn3)CC2)NC(=O)NC1c1cccc(OC)c1 (configuration not stated) | 7
CCCNC(=O)CSc1nnc(C(=O)Nc2ccccc2)s1 | -5
CCN(CC)CC(C)OC(=O)c1ccccc1F (configuration not stated) | 0
Cc1ccc(CN(C)C(=O)NCc2ccc(S(=O)(=O)N3CCCCC3)cc2)cc1 | 4
CCC(C)(C)C(=O)Nc1nc2c(s1)C(=O)CC(C)(C)C2 | -1
O=C(O)COc1ccc(-c2ccccc2)cc1Cl | 2
COc1cc(/C=N/O)ccc1OCc1c(Cl)cccc1Cl | 0
CCCCN1C(=O)C(CC(=O)NCc2cccs2)CC(C(=O)N2CCCCCC2)=C1C (configuration not stated) | 1
CC(Oc1ccc(F)cc1)C(=O)N1CCC(c2nc3ccccc3o2)CC1 (configuration not stated) | 4
Cc1cccc(C2CCCN2C(=O)Nc2ccc(C)c(C)c2)c1 (configuration not stated) | 1
Cc1cc(C)cc(C(=O)NCC(=O)N(C)Cc2c(C)nn(-c3ccccc3)c2C)c1 | -4
Cc1ccsc1CN(CC1CCCO1)C(=O)COc1ccccc1 (configuration not stated) | -1
COc1ccc2cc(COC(=O)C3CCN(S(=O)(=O)c4ccccc4F)CC3)ccc2c1 | -10
CCNC(=S)NN1CCN(C)CC1 | -11
CC1=C(C(=O)OC(C)C)C(c2ccc(C(F)(F)F)cc2)NC(=O)N1 (configuration not stated) | 6
Cn1c(-n2cccc2)c(-c2c(-c3cccc4ccccc34)[nH]c3c2c(=O)[nH]c(=O)n3C)c(=O)[nH]c1=O | 10
Cc1cc(OCC(=O)Nc2ccc(CCO)cc2)c2c(C)cc(=O)oc2c1 | -5
CCCCn1nc(C(=O)Nc2ccc(OC)c(Cl)c2)c2ccccc2c1=O | 1
CCc1ccc(NC(=O)COc2ncnc3ccccc23)cc1 | -3

Part of the list above, with values ahead of the structure:
LDHA block | molecule
-3 | Cc1c(Cl)cccc1NC(=O)CCC(=O)NNC(=O)C1CCCCC1
-6 | N#Cc1nc(/C=C/c2cccs2)oc1NC1CC1
4 | Cc1ccc(NC(=O)c2ccc(=O)n(CCOc3ccccc3)n2)cc1F
7 | COC(=O)C1=C(CN2CCN(c3ccccn3)CC2)NC(=O)NC1c1cccc(OC)c1 (configuration not stated)
-5 | CCCNC(=O)CSc1nnc(C(=O)Nc2ccccc2)s1
0 | CCN(CC)CC(C)OC(=O)c1ccccc1F (configuration not stated)
4 | Cc1ccc(CN(C)C(=O)NCc2ccc(S(=O)(=O)N3CCCCC3)cc2)cc1
-1 | CCC(C)(C)C(=O)Nc1nc2c(s1)C(=O)CC(C)(C)C2
2 | O=C(O)COc1ccc(-c2ccccc2)cc1Cl
0 | COc1cc(/C=N/O)ccc1OCc1c(Cl)cccc1Cl
1 | CCCCN1C(=O)C(CC(=O)NCc2cccs2)CC(C(=O)N2CCCCCC2)=C1C (configuration not stated)
4 | CC(Oc1ccc(F)cc1)C(=O)N1CCC(c2nc3ccccc3o2)CC1 (configuration not stated)
1 | Cc1cccc(C2CCCN2C(=O)Nc2ccc(C)c(C)c2)c1 (configuration not stated)
-4 | Cc1cc(C)cc(C(=O)NCC(=O)N(C)Cc2c(C)nn(-c3ccccc3)c2C)c1
-1 | Cc1ccsc1CN(CC1CCCO1)C(=O)COc1ccccc1 (configuration not stated)
-10 | COc1ccc2cc(COC(=O)C3CCN(S(=O)(=O)c4ccccc4F)CC3)ccc2c1
-11 | CCNC(=S)NN1CCN(C)CC1
6 | CC1=C(C(=O)OC(C)C)C(c2ccc(C(F)(F)F)cc2)NC(=O)N1 (configuration not stated)
10 | Cn1c(-n2cccc2)c(-c2c(-c3cccc4ccccc34)[nH]c3c2c(=O)[nH]c(=O)n3C)c(=O)[nH]c1=O
-5 | Cc1cc(OCC(=O)Nc2ccc(CCO)cc2)c2c(C)cc(=O)oc2c1
1 | CCCCn1nc(C(=O)Nc2ccc(OC)c(Cl)c2)c2ccccc2c1=O
-3 | CCc1ccc(NC(=O)COc2ncnc3ccccc23)cc1

The results go on:
SMILES | LDHA block
O=C(Nc1ccc(Cl)cc1C(F)(F)F)C(c1ccccc1)c1ccccc1 | 12
O=C(CCc1ncc(-c2ccc(Cl)cc2)o1)Nc1ccccc1 | -17
N#Cc1c(-c2cccc([N+](=O)[O-])c2)no[n+]1[O-] | -2
COc1ccc(C(=O)OCC(=O)c2ccc3c(c2)OCCO3)cc1 | 6
Cc1nc(SCC(=O)Nc2ccccc2)oc1C | -1
O=C(/C=C/NCc1ccccc1)C(F)(F)F | -13
COc1ccccc1N1CCN(c2nc(C)c3c(n2)CCCC3=O)CC1 | -10
CCOc1cccc(CNCc2cccnc2)c1OCc1cccs1 | -3
COc1ccccc1-c1noc(CSc2nc(C)c(C)n2C2CCCCC2)n1 | 1
CCN(CC)/C(C)=N/C(=S)Nc1ccccc1 | 8
Cc1ccc(NC(=O)c2nn(-c3ccccc3)c(=O)c3ccccc23)c(F)c1 | 2
COc1ccc(CCNC(=O)c2cc(=O)c3ccccc3o2)cc1OC | 8
O=C1NC2(CCCCCCC2)NN1c1ccc(Br)cc1 | 0
Cn1cnc2c1c(=O)n(CCCn1nnc(-c3cccc(Cl)c3)n1)c(=O)n2C | -5
CC(=O)Nc1ccc(NC(=O)CC(C)c2ccccc2)cc1 (configuration not stated) | -2
COC(=O)C[C@H]1C=C[C@H](NC(=O)Nc2ccccc2F)[C@@H](CO)O1 | -1
CC(CCc1ccccc1)NC(=O)C1(c2ccccc2)CCCC1 (configuration not stated) | 3
CCC(NC(C)=O)c1cccs1 (configuration not stated) | 5
CC(C)Cc1nnc(NC(=O)c2ccc3c(ccn3C)c2)s1 | 7
CC(NCC(=O)NC1CCCCC1)c1cccc(C(F)(F)F)c1 (configuration not stated) | 6
CC(C)c1nc2cc(NC(=O)NCc3ccccc3)ccc2o1 | 7
Oc1ccccc1-n1cccc1 | 14
C/C(=C\c1cccc2c1sc1ccccc12)C1Nc2cccc3cccc(c23)N1 | 4
Cc1ccc(F)cc1NC(=O)C(C)C | -9
COc1cccc2cc(-c3csc(Nc4ccccc4Br)n3)c(=O)oc12 | -1
CCOc1ccc(CN2CCCC2c2cccc(C)c2)cc1 (configuration not stated) | -2
CCCCC1CCC(C(=O)Nc2ccc(OC)c3ncccc23)CC1 (configuration not stated) | -30*

Not all compounds are listed (hit frequency here may not be typical).
